FH mod: Identification of activators of human fumarate hydratase by quantitative high-throughput screening. FH coupled MDH/diaphorase resazurin fluorescence, 15 min. Potency, µM (doses to about 79.9 µM), inactives show at the top dose activity change, negative = inhibition, usual class: inhibitors. hit rate 0.22% among 54,000; also: potency is read from the fitted curve at half-maximal effect; % is scaled to controls: 0 for no effect and ±100 for the full control effect; the screen sought activators but most active calls are inhibition curves; nearly all actives have a fitted effect of over 45% in size
p53null 32C tox: selectivity test: cytotoxicity in p53 null cells, permissive temperature. H1299-neo p53 null cells, ATP luminescence, 24 h, 32C. Potency, µM (doses to about 46.1 µM), without a hit: top-dose activity change, negative = cytotoxicity, actives largely listed as cytotoxic. hit rate 0.62% among 55,000;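 also: potency is read from the fitted curve at half-maximal effect; 0% = DMSO only and -100% = full killing by 100 µM tamoxifen; nearly all actives have a fitted effect of over 55% in size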
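Overnight 37C seeding (600 cells/well) of H1299-neo preceded a 24 hr, 32C exposure to compounds up to 46 uM. ATP levels, read by luminescence after 20 min at RT, indicated surviving cells.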
GALK inhibitor: inhibits human galactokinase; 44,000 tested, under 10 active; recombinant GALK, Kinase-Glo ATP luminescence, 1 h; Potency, µM (titrated, usually from 57.5 µM), without a hit: at the top dose activity, negative = inhibition, hits mostly inhibitors; P51570;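 also: plate controls were full GALK reaction for no effect and reaction lacking GALK for full effect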
Target sequence (P51570 whole entry, looked up): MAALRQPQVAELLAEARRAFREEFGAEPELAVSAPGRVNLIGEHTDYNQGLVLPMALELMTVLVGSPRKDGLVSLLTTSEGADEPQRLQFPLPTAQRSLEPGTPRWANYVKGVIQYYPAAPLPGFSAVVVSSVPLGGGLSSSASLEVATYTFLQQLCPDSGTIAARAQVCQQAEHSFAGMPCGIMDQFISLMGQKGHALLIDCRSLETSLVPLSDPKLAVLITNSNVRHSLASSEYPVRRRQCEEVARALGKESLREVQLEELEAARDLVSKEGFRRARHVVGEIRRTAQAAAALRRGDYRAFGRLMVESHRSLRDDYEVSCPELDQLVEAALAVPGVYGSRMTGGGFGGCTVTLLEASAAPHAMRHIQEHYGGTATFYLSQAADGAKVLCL
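Compounds were pinned into ATP buffer, then GALK-galactose mix was added (final 5 nM enzyme, 35 uM ATP, 100 uM galactose, pH 8.0). After 1 h at room temperature, Kinase-Glo Plus was added and luminescence read.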
PTAP-TSG101 blk: TSG101-PTAP interaction inhibition, HIV-1 budding; Q99816; Fluorescence polarization, FITC-PTAP peptide/Tsg101, 20 min; Potency, µM (series often up to 115 µM), for the others: at the top dose activity change, negative = inhibition, most hits filed as inhibitors; 44,000 tested, under 10 active; also: potency is read from the fitted curve at half-maximal effect; 0% is about no effect
Target sequence (Q99816 whole entry, looked up): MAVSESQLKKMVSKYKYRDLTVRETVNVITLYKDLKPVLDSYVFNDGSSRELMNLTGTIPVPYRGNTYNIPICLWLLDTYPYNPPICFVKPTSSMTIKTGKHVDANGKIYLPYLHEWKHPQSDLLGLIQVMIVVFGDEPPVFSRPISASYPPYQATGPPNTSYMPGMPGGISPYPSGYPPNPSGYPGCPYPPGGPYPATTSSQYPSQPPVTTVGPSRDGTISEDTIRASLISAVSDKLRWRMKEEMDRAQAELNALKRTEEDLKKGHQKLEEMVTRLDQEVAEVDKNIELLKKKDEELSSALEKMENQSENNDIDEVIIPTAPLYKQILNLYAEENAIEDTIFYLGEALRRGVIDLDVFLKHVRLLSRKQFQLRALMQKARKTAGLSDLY
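Fluorescence polarization: Tsg101 binding domain (10 uM final) in 10 mM HEPES pH 7.5, 0.15 M NaCl, 0.01% Tween 20, 3 mM EDTA, 0.1 mM TCEP; compounds pinned; FITC-PTAP peptide 50 nM final; 20 min, r.t.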
p53null 39C kill: selectivity test: cytotoxicity in p53 null cells, nonpermissive temperature. H1299 p53-null (neo) cells, 39C, ATPlite viability, 24 h. Potency, µM (doses to about 46.1 µM), for inactives: at the highest dose activity, negative = cell killing, actives largely listed as cytotoxic. hit rate 0.97% among 55,000. AID 904;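 also: potency is read from the fitted curve at half-maximal effect; 0% = DMSO only and -100% = full killing by 100 µM tamoxifen; nearly all actives have a fitted effect of over 50% in size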
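Temperature-shift cytotoxicity format: compound titrations on p53-null or A138V-expressing H1299 cells held 24 hr at 39C, cell ATP then measured, AC50 from Hill model.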
B2AR arrestin ag: beta-arrestin recruitment by human beta2-adrenergic receptor ligands; P07550; HTLA Tango cells, beta-arrestin recruitment, luciferase luminescence, 18 h; Potency, µM (series often up to 46.1 µM), for the others: at the highest dose activation, usual class: activators; 44,000 tested, under 10 active; AID 1347077;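 also: potency is read from the fitted curve at half-maximal effect; 0% = DMSO and full agonism = EC100 isoproterenol or metaproterenol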
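First, Tango cells carrying beta2-AR and beta-arrestin fusions received compound up to 46 microM. After 18 hr at 37 degrees C, luciferase substrate was added for 15 minutes, then luminescence gave %Activity for curve fitting.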
NTMT1 inh: inhibitors of human N-terminal methyltransferase NTMT1; Q9BV86; NTMT1 MTase-Glo SAH luminescence, purified enzyme; Potency, µM (titrated, usually from 114 µM), for the others: top-dose activity change, negative = inhibition, usual class: inhibitors; hit rate 2.5% among 59,000; AID 1645870;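 also: potency is read from the fitted curve at half-maximal effect; plate controls were DMSO vehicle for no effect and no enzyme for full effect; nearly all actives have a fitted effect of over 65% in size; many of its hits are not listed in these tables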
Target sequence (Q9BV86 whole entry, looked up): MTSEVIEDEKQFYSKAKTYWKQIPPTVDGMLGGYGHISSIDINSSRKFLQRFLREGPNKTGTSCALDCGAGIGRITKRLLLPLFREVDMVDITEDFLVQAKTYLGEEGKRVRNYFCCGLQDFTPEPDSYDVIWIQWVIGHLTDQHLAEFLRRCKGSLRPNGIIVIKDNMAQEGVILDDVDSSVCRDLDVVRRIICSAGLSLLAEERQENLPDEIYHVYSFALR
* marks the source's active call; other numbers are inactive results; ? = inconclusive; · = not tested or not shown; [ ] = another dose, or the depositor's remark. Calls follow the shape of the dose curve; as a rule, active = well fitted curve in the direction sought with a large enough effect; inconclusive = small, poorly fitted or top-dose-only effect, or another doubt; inactive = no such curve, though single readings can be large; an effect the other way counts as inactive or inconclusive.

SMILES	FH mod	p53null 32C tox	GALK inhibitor	PTAP-TSG101 blk	p53null 39C kill	B2AR arrestin ag	NTMT1 inh
CC(C)OC(=O)c1c(NC(=O)C2c3ccccc3Oc3ccccc32)sc2c1CCCC2	-14%	-3%	6%	0%	-17%	-1%	-4%
CN(C(=O)CSc1cn(CC(=O)N2CCCC2)c2ccccc12)c1ccccc1	-10%	5%	3%	0%	-19%	1%	-2%
O=C(Cn1ncc2c(=O)oc3ccccc3c21)NCc1ccc(Cl)cc1	-5%	5%	6%	-2%	-4%	0%	-7%
COc1ccccc1CN(Cc1ccco1)c1cnc(S(C)(=O)=O)nc1C(=O)Nc1ccccc1Cl	-18%	3%	0%	-6%	12%	-5%	22%
Cc1ccc(NC(=O)CSc2nc3ccc(NC(=O)c4cccs4)cc3s2)c(C)c1	-10%	-5%	-4%	-3%	-4%	-3%	3%
COc1ccc(Cc2nc3ccccc3[nH]c2=O)cc1	4%	-1%	0%	0%	0%	1%	8%
CCCCN(CC)Cc1ccc(CNS(=O)(=O)c2cc3c(cc2Cl)NC(=O)CO3)o1	-3%	-7%	1%	-7%	21%	2%	-4%
Cc1cc(C)c(NC(=O)CCS(=O)(=O)c2cc3c(cc2Cl)NC(=O)CO3)c(C)c1	-1%	4%	-11%	-3%	-19%	0%	7%
Cc1ccc(CN2CCC(CNC(=O)c3cc4ccc5cccnc5c4[nH]3)CC2)cc1	-23%	-5%	2%	2%	?	-1%	?
COc1ccc(-n2c(SCC(=O)Nc3ccc4c(c3)OCO4)nc3c([nH]c4ccccc43)c2=O)cc1	-3%	11%	0%	-4%	18%	0%	-3%
CSc1ccc(CNC(=O)c2ccccc2NC(=O)c2nsc3ccccc23)cc1	31%	5%	3%	0%	-8%	1%	2%
CCc1ccc(NC(=O)Cn2c(=O)n(-c3cc(OC)c(OC)c(OC)c3)c(=O)c3ccccc32)cc1	-11%	7%	7%	0%	-14%	0%	0%
Cc1ccccc1C(=O)NCC(c1cccnc1)N1CCc2ccccc21 (centres undefined)	?	9%	3%	0%	-3%	0%	-4%
Cc1ccc(-c2onc(C)c2C)cc1S(=O)(=O)NC1CCCCC1	-24%	27%	0%	-5%	?	-1%	-6%
Cc1cc2c(cc1NC(=O)c1ccccc1Cl)n(C)c(=O)c(=O)n2C	-8%	-5%	0%	1%	-27%	4%	-4%
Cc1cccc(C)c1Nc1c(-c2ccc(Cl)s2)nc2ncccn12	-24%	7%	?	-11%	?	-2%	7%
Cc1ccccc1Nc1c(-c2cccnc2)nc2cccc(C)n12	26%	2%	0%	-2%	-20%	1%	-7%
COc1ccccc1CNC(=O)Cn1c(=O)nc(-c2ccccc2)c2ccccc21	-2%	5%	-1%	0%	-10%	-1%	-5%
COc1cc(C2CC(=O)Nc3ccc4ccccc4c32)ccc1OC(=O)C(C)C (centres undefined)	·	13%	5%	0%	-20%	1%	·
COc1ccc(C)cc1NC(=O)C(=O)NCC(c1cccnc1)N1CCN(c2ccccc2F)CC1 (centres undefined)	?	-21%	3%	-4%	-27%	0%	6%
Cn1c(=O)c2c(SCC(=O)N3CCc4ccccc43)nc(-c3cccc(F)c3)nc2n(C)c1=O	-8%	-4%	-1%	1%	-24%	9%	6%
Cc1ccc(CNS(=O)(=O)c2ccc(-c3cnc(C4CC4)o3)cc2)cc1	5%	2%	-3%	-11%	8%	-1%	-18%
CCN1C(=O)N(c2ccc(C(C)=O)cc2)S(=O)(=O)c2ccccc21	5%	2%	2%	1%	-5%	-3%	-1%
CCN(Cc1ccccc1)C(=O)CCS(=O)(=O)c1cc(Br)cc2c1N(C(=O)C1CC1)CC2	-18%	1%	2%	-4%	-7%	1%	?
CCc1nn(CC(=O)NCc2cccc(OC)c2OC)c(=O)c2cc3occc3n12	-7%	-6%	6%	0%	-15%	1%	?

Structures above with four or more nitrogen atoms (eight):
SMILES	FH mod	p53null 32C tox	GALK inhibitor	PTAP-TSG101 blk	p53null 39C kill	B2AR arrestin ag	NTMT1 inh
COc1ccccc1CN(Cc1ccco1)c1cnc(S(C)(=O)=O)nc1C(=O)Nc1ccccc1Cl	-18%	3%	0%	-6%	12%	-5%	22%
Cc1ccc(CN2CCC(CNC(=O)c3cc4ccc5cccnc5c4[nH]3)CC2)cc1	-23%	-5%	2%	2%	?	-1%	?
COc1ccc(-n2c(SCC(=O)Nc3ccc4c(c3)OCO4)nc3c([nH]c4ccccc43)c2=O)cc1	-3%	11%	0%	-4%	18%	0%	-3%
Cc1cccc(C)c1Nc1c(-c2ccc(Cl)s2)nc2ncccn12	-24%	7%	?	-11%	?	-2%	7%
Cc1ccccc1Nc1c(-c2cccnc2)nc2cccc(C)n12	26%	2%	0%	-2%	-20%	1%	-7%
COc1ccc(C)cc1NC(=O)C(=O)NCC(c1cccnc1)N1CCN(c2ccccc2F)CC1 (centres undefined)	?	-21%	3%	-4%	-27%	0%	6%
Cn1c(=O)c2c(SCC(=O)N3CCc4ccccc43)nc(-c3cccc(F)c3)nc2n(C)c1=O	-8%	-4%	-1%	1%	-24%	9%	6%
CCc1nn(CC(=O)NCc2cccc(OC)c2OC)c(=O)c2cc3occc3n12	-7%	-6%	6%	0%	-15%	1%	?

Back to the main list; the three compounds before the break are reprinted first.
SMILES	FH mod	p53null 32C tox	GALK inhibitor	PTAP-TSG101 blk	p53null 39C kill	B2AR arrestin ag	NTMT1 inh
CCN1C(=O)N(c2ccc(C(C)=O)cc2)S(=O)(=O)c2ccccc21	5%	2%	2%	1%	-5%	-3%	-1%
CCN(Cc1ccccc1)C(=O)CCS(=O)(=O)c1cc(Br)cc2c1N(C(=O)C1CC1)CC2	-18%	1%	2%	-4%	-7%	1%	?
CCc1nn(CC(=O)NCc2cccc(OC)c2OC)c(=O)c2cc3occc3n12	-7%	-6%	6%	0%	-15%	1%	?
O=C(NCc1ccc2c(c1)OCO2)c1ccc2c(c1)N(Cc1ccccc1F)C(=O)c1ccccc1S2=O (centres undefined)	-13%	2%	0%	-6%	-4%	-2%	4%
Cn1cnc(S(=O)(=O)N2CCC(C(=O)NCc3ccccc3)CC2)c1	4%	0%	0%	-1%	0%	0%	5%
Cc1ccc(Nc2c(-c3ccc(Br)o3)nc3ccccn23)cc1	-4%	-4%	5%	-12%	-4%	-1%	5%
COc1cc(NC(=O)c2cc(-c3ccc4c(c3)OCO4)on2)cc(OC)c1OC	·	7%	7%	1%	-9%	1%	·
Cc1cccc2sc(N(Cc3cccnc3)C(=O)COc3ccccc3)nc12	-26%	26%	2%	0%	15%	6%	-19%
Cc1cccc2c(=O)cc(CSc3ccccc3NC(=O)C(C)(C)C)[nH]c12	-2%	-3%	0%	-9%	11%	0%	-2%
CCN(CC)S(=O)(=O)c1ccc2c(c1)c(=O)c(C(=O)NCc1ccc(Cl)cc1)cn2C	-17%	15%	0%	-1%	-2%	0%	3%
Cc1ccc(CNC(=O)C(C)n2c(=O)cc(-c3ccccc3)c3c(C)nn(C)c32)cc1 (centres undefined)	-21%	6%	1%	1%	17%	0%	-29%
Cc1ccccc1C(=O)Nc1cccc(C(=O)OCc2cc(=O)n3ccsc3n2)c1	-2%	0%	-3%	-9%	4%	0%	6%
CCOc1ccccc1NC(=O)CN(C)S(=O)(=O)c1ccc(C(=O)N2CCOCC2)s1	28%	-7%	4%	1%	9%	0%	-2%
CCOc1ccc(NC(=O)N2CCC(n3c(C)nc4cccnc43)CC2)cc1	-2%	-10%	1%	-9%	0%	0%	1%
COc1ccc(OC)c(NC(=O)Cn2c(=O)c3cccn3c3ccccc32)c1	-7%	25%	0%	3%	108%[activator]	-1%	?
CCC(Sc1nncn2c1cc1sccc12)C(=O)Nc1cccc(OC)c1 (centres undefined)	-19%	-1%	2%	0%	-28%	-1%	-10%
CCOC(=O)c1cnc2c(C)cc(C)cc2c1Nc1ccccc1OCC	0%	1%	-4%	-6%	-2%	0%	6%
Cn1cc(-c2cc3n(n2)CCC(=O)N3CC(=O)NCc2ccc(Cl)cc2)c2ccccc21	3%	-4%	-2%	1%	-12%	0%	10%
Cc1ccccc1C(=O)OCc1cc(=O)n2nc(-c3cccs3)sc2n1	5%	-2%	0%	-1%	-9%	-1%	13%
CC1(C)CC(=O)c2cc(C(=O)Nc3ccc(Br)cc3)c(=O)[nH]c2C1	6%	8%	0%	4%	12%	0%	9%
Cc1ccc(CSc2nc3c([nH]c4ccccc43)c(=O)n2C)cc1	-6%	8%	1%	0%	-1%	0%	-5%
Cc1noc(NS(=O)(=O)c2ccc(NC(=O)c3ccc(Br)cc3)cc2)c1C	1%	-11%	0%	-3%	-7%	1%	15%
CCc1c(C)sc2c1CCN(C(=O)Nc1cc(OC)c(OC)c(OC)c1)C2c1ccccc1 (centres undefined)	?	-3%	0%	-5%	18%	1%	-7%
Cc1cc(C)c2nc(N3CCCC(C(=O)NCc4cccc(Cl)c4)C3)sc2c1 (centres undefined)	-2%	-1%	-2%	0%	-10%	-1%	7%
CCc1nc2c(cnn2-c2ccc(C)cc2)c(=O)n1Cc1ccccc1	-12%	4%	-3%	4%	-4%	-2%	?
COc1ccc(C)cc1NC(=O)NCc1ccc2c(c1)CCN2C(=O)c1ccccc1	-26%	6%	2%	-1%	-2%	1%	6%
CCC(=O)Nc1ccc2nc(SCCOc3ccccc3)sc2c1	-2%	-2%	-5%	0%	19%	-4%	17%
CCOc1ccc(OCC(=O)Nc2ccc(S(=O)(=O)Nc3cc(C)on3)cc2)cc1	2%	-19%	5%	-7%	?	0%	-3%
CCOc1ccc(-n2nc3ccc(NC(=O)COc4ccccc4)cc3n2)cc1	10%	-3%	0%	0%	-5%	0%	?

Bioassay records deposited in PubChem by National Center for Advancing Translational Sciences (NCATS).

Some of the compounds tested, so the mix of outcomes need not match the whole.
